KLK7 zymogen act: proKLK7 zymogen activators, primary screen, biochemical, fluorescence intensity; Kallikrein-7 (Homo sapiens), P49862; purified proKLK7, EDANS-DABCYL substrate fluorescence; 100% is mature enzyme control, 0% vehicle; activation, % at 7 µM; 370,000 compounds, 0.9% hits; AID 652039, 2013;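 active means activation above the mean of all tested compounds plus 3 SD, computed per campaign excluding outliers beyond control limits, cut at about 13% in these data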
Target sequence (P49862 whole entry, looked up): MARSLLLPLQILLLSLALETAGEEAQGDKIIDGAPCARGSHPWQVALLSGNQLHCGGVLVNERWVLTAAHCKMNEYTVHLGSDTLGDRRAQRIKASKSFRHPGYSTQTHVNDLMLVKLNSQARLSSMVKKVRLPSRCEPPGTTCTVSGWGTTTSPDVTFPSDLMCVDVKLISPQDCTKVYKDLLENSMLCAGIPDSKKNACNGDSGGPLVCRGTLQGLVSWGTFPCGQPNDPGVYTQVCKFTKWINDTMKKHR
GC-A act: GC-A stimulated cGMP production enhancers – HEK293 GC-A cells, cGMP TR-FRET, EC30 ANP, primary screen; Atrial natriuretic peptide receptor 1 (Homo sapiens), P16066; 0% at EC30 ANP, 100% saturating ANP; activation, % at 10 µM; 370,000 compounds, 0.14% hits; in the data active means activation above about 40%
Tn6 DDE FP: inhibitors of Tn6 peptide binding to fibrin DD(E), primary screen, biochemical, fluorescence polarization, human fibrin, Tn6 probe; Fibrin DD(E) TRITC-Tn6 fluorescence polarization displacement; inhibition, % at 8.3 µM; 370,000 compounds, 0.21% hits;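 active means inhibition above a per-campaign cutoff: mean of compounds within control limits plus 3 SD, cut at about 15% in these data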;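 further: 0% = median of all compound wells on the plate and 100% = blocking peptide control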
ARFGAP1 inh: inhibitors of rat ARFGAP1 GAP activity, primary screen, biochemical, fluorescence polarization, GDP tracer. ADP-ribosylation factor GTPase-activating protein 1 (Rattus norvegicus), Q62848. Arfgap1-stimulated ARF1 GTP hydrolysis, GDP FP detection. inhibition, % at 16.5 µM. 360,000 compounds, 0.26% hits. AID 651572, 2012;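 active means inhibition above a per-plate limit, mean inhibition of low control wells plus 3 SD, cut at about 25% in these data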;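 further: 0% = DMSO wells with enzyme and 100% = wells lacking Arfgap1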
Target sequence (Q62848 1-136 limits assumed): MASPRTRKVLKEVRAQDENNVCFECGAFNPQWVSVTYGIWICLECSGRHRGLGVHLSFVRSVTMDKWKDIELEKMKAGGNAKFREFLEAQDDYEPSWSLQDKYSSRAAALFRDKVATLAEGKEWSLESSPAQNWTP
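System: truncated rat Arfgap1 GAP domain / Benchmarks: high control wells lacking Arfgap1, low control full reaction with DMSO / Times: compound-enzyme preincubation 20 min, reaction 120 min, detection 60 min, 25 °C / Repeats: one replicate per compound / Also added: human ARF1(Δ1-17)-GTP substrate / Measured by: Tracer-displacement fluorescence polarization with EDTA stop, 620/688 nm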
GAA850 FXN act: FXN promoter activators, primary screen, cell-based, luciferase luminescence, HEK293 lucGAA850 | HEK293 lucGAA850 FXN promoter luciferase reporter, 24 h; percent of 10 µM SAHA response | activation, % at 6 µM | 360,000 compounds, 0.56% hits | AID 540364, 2011;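 active means activation above the average of all compounds screened plus 3 SD, cutoff fixed separately per campaign, cut at about 7.5% in these data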;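 further: 0% = DMSO wells and 100% = 10 µM SAHA wells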
NPR2 activator: human GC-B receptor activators, primary screen, HEK293 GC-B cells, cGMP TR-FRET, EC30 CNP | Atrial natriuretic peptide receptor 2 (Homo sapiens), P20594 | 0% at EC30 CNP, 100% saturating CNP | activation, % at 10 µM | 370,000 compounds, 0.11% hits | AID 1920062, 2024;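 active means activation at 10 µM reaching about 35% in either raw or pattern-adjusted values, limit read from the data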
rCAG binder: binders of r(CAG) RNA repeats, primary screen, biochemical, fluorescence. inhibition, % at 3 µM. 370,000 compounds, 1.3% hits. AID 651821, 2012. r(CAG) RNA repeat, TO-PRO-1 dye displacement fluorescence;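 active means inhibition above the plate cutoff, the mean of all test compounds on that plate plus 3 SD, cut at about 35% in these data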;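 further: 0% = DMSO alone and 100% = 100 µM mitoxantrone as full dye displacement; higher means more dye released from RNA so lower well fluorescence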
ADAM10 inh: human ADAM10 inhibitors, primary screen, biochemical, QFRET, HTS; Disintegrin and metalloproteinase domain-containing protein 10 (Homo sapiens), O14672; recombinant ADAM10, EDANS/DABCYL FRET peptide cleavage, 3 h; inhibition, % at 7 µM; 370,000 compounds, 0.62% hits; AID 720582, 2013;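 active means inhibition above a per-campaign cutoff equal to the mean of compounds falling between control-based bounds plus 3 SD, cut at about 20% in these data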;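 further: 0% = DMSO wells while the 100% control is not disclosed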
ASAP1 inh: inhibitors of human ASAP1 ArfGAP activity, primary screen, biochemical, fluorescence polarization; ASAP1-stimulated ARF1 GTP hydrolysis, GDP FP detection; Arf-GAP with SH3 domain, ANK repeat and PH domain-containing protein 1 (Homo sapiens), …; inhibition, % at 16.5 µM; 360,000 compounds, 0.19% hits; AID 624377, 2012; in the data active means inhibition above about 25%;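 further: 0% = vehicle with enzyme and substrate and 100% = no enzyme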
HGIII-sPLA2 inh: human group III sPLA2 inhibitors, primary screen, biochemical, QFRET, BODIPY PC-A2 liposome substrate | Group 3 secretory phospholipase A2 (Homo sapiens), Q9NZ20 | QFRET BODIPY PC-A2 liposome hydrolysis, fluorescence | inhibition, % at 12.2 µM | 370,000 compounds, 0.56% hits;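 active means inhibition above mean plus 3 SD of compounds lying within the high and low control bounds, cut at about 19% in these data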;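 further: 0% = median of test compound wells and 100% = no enzyme DMSO wells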
Target sequence (Q9NZ20 whole entry, looked up): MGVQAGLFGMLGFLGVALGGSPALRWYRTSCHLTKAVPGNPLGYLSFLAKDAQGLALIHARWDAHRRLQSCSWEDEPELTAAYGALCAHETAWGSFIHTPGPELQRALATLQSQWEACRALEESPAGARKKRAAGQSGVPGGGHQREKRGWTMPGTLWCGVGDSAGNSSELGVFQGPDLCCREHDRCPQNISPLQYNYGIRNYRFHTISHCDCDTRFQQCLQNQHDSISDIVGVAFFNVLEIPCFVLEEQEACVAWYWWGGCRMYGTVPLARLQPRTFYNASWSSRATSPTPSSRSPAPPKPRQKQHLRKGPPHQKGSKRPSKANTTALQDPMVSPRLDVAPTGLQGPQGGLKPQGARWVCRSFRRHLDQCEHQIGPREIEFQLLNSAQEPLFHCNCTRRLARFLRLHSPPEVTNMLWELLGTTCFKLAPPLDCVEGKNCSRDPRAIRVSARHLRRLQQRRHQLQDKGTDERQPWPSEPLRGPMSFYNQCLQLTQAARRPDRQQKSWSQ
Starred values were filed as active, the others as inactive.

COc1cc(C(=O)NCC(=O)NNC(=O)C2COc3ccccc3O2)cc(OC)c1OC (stereo not drawn) was read as KLK7 zymogen act 0.1, GC-A act 0.2, Tn6 DDE FP -1.6, ARFGAP1 inh -15.9, GAA850 FXN act -1.3, NPR2 activator 1.3, rCAG binder 1.8, ADAM10 inh -15.2, ASAP1 inh 0.3 and HGIII-sPLA2 inh 3.4.
For CC(C)CN1CCC(=O)N([C@H](CN=[N+]=[N-])Cc2ccccc2)CC1 the results were KLK7 zymogen act -0.2, GC-A act -1.4, Tn6 DDE FP -1.4, ARFGAP1 inh 17.6, GAA850 FXN act -0.5, NPR2 activator -1.3, rCAG binder -4.3, ADAM10 inh 12.8, ASAP1 inh -4.4 and HGIII-sPLA2 inh 0.3.
O=C(Nc1nc2ccccc2s1)c1cc(-c2ccccc2)nn1-c1ccccc1 was read as KLK7 zymogen act -1.9, GC-A act 3.1, Tn6 DDE FP 4.0, ARFGAP1 inh 14.0, GAA850 FXN act -1.1, NPR2 activator -8.0, rCAG binder 2.9, ADAM10 inh -11.1, ASAP1 inh 2.8 and HGIII-sPLA2 inh -3.6.
Screening CCOC(=O)c1sc(NC(=O)CN(CC(C)C)CC(C)C)c(C(=O)OCC)c1C returned KLK7 zymogen act -0.1, GC-A act 5.1, Tn6 DDE FP 0.1, ARFGAP1 inh 10.7, GAA850 FXN act -0.8, NPR2 activator -4.1, rCAG binder 1.7, ADAM10 inh 2.6, ASAP1 inh -2.1 and HGIII-sPLA2 inh 2.3.
For CCCCN(CC)C(=O)C1CCCN(S(=O)(=O)c2cccc3nsnc23)C1 (stereo not drawn) the results were KLK7 zymogen act -0.2, GC-A act 1.3, Tn6 DDE FP 5.1, ARFGAP1 inh -11.7, GAA850 FXN act -3.6, NPR2 activator -2.6, rCAG binder -2.4, ADAM10 inh 0.8, ASAP1 inh -2.8 and HGIII-sPLA2 inh 1.1.
For O=C(CCNC(=O)Cn1ccc2ccccc2c1=O)NCCN1CCN(c2ccccc2F)CC1 the results were KLK7 zymogen act 1.2, GC-A act 3.7, Tn6 DDE FP -2.2, ARFGAP1 inh -9.7, GAA850 FXN act -0.1, NPR2 activator -2.0, rCAG binder -4.8, ADAM10 inh -14.7, ASAP1 inh 2.0 and HGIII-sPLA2 inh 4.5.
`CCNc1nc(NCC)nc(Oc2ccc(C(=O)OC)cc2)n1` gave KLK7 zymogen act -0.2, GC-A act -3.2, Tn6 DDE FP -0.1, ARFGAP1 inh -4.8, GAA850 FXN act 2.9, NPR2 activator -3.7, rCAG binder -6.4, ADAM10 inh -1.2, ASAP1 inh 2.6 and HGIII-sPLA2 inh 4.5.
For COC(=O)c1ccccc1S(=O)(=O)N1CCC(C(=O)NC2=NCCS2)CC1 the results were KLK7 zymogen act -0.2, GC-A act -0.2, Tn6 DDE FP 4.8, ARFGAP1 inh -7.6, GAA850 FXN act 1.8, NPR2 activator 10.2, rCAG binder 2.5, ADAM10 inh -8.8, ASAP1 inh 13.6 and HGIII-sPLA2 inh -3.2.
`CC(C)OC(=O)c1cccnc1SCc1cc(=O)n2ccccc2n1` gave KLK7 zymogen act 0.7, GC-A act 6.9, Tn6 DDE FP -6.0, ARFGAP1 inh 5.8, GAA850 FXN act 2.5, NPR2 activator 5.3, rCAG binder -4.3, ADAM10 inh -24.7, ASAP1 inh 7.0 and HGIII-sPLA2 inh -3.1.
For Cn1c(=O)c2c(nc(N/N=C3\CCCc4ccccc43)n2Cc2ccc(F)cc2)n(C)c1=O the results were KLK7 zymogen act -0.2, GC-A act 33.9, Tn6 DDE FP -4.8, ARFGAP1 inh -3.5, GAA850 FXN act 0.3, NPR2 activator 49.6*, rCAG binder 1.5, ADAM10 inh -4.0, ASAP1 inh 9.3 and HGIII-sPLA2 inh -6.3.

Continued; the last two above are carried over.
`CC(C)OC(=O)c1cccnc1SCc1cc(=O)n2ccccc2n1` gave KLK7 zymogen act 0.7, GC-A act 6.9, Tn6 DDE FP -6.0, ARFGAP1 inh 5.8, GAA850 FXN act 2.5, NPR2 activator 5.3, rCAG binder -4.3, ADAM10 inh -24.7, ASAP1 inh 7.0 and HGIII-sPLA2 inh -3.1.
For Cn1c(=O)c2c(nc(N/N=C3\CCCc4ccccc43)n2Cc2ccc(F)cc2)n(C)c1=O the results were KLK7 zymogen act -0.2, GC-A act 33.9, Tn6 DDE FP -4.8, ARFGAP1 inh -3.5, GAA850 FXN act 0.3, NPR2 activator 49.6*, rCAG binder 1.5, ADAM10 inh -4.0, ASAP1 inh 9.3 and HGIII-sPLA2 inh -6.3.
For COc1ccc(C/C(C)=N/NC(=S)Nc2ccc(C(C)C)cc2)cc1 the results were KLK7 zymogen act 0.1, GC-A act -0.7, Tn6 DDE FP 3.3, ARFGAP1 inh 4.6, GAA850 FXN act 0.1, NPR2 activator 0.7, rCAG binder 0.6, ADAM10 inh 4.0, ASAP1 inh -11.4 and HGIII-sPLA2 inh 6.0.
CCOc1ccc(NC(=O)CSc2nc(C)cc(C)n2)cc1 was read as KLK7 zymogen act 0.0, GC-A act 8.4, Tn6 DDE FP -2.0, ARFGAP1 inh -6.1, GAA850 FXN act 2.7, NPR2 activator 1.2, rCAG binder -2.3, ADAM10 inh -9.7, ASAP1 inh 2.9 and HGIII-sPLA2 inh 0.5.
For COC(=O)[C@]1(C)N[C@H](CN(C)C(=O)Nc2ccc(OC)cc2)[C@@H]2C(=O)N(Cc3ccccc3)C(=O)[C@@H]21 the results were KLK7 zymogen act 0.3, GC-A act 4.5, Tn6 DDE FP -6.6, ARFGAP1 inh 12.3, GAA850 FXN act 8.3*, NPR2 activator 4.0, rCAG binder -1.8, ADAM10 inh -21.2, ASAP1 inh -7.4 and HGIII-sPLA2 inh 12.2.
`CCc1cc(-c2[nH]ncc2-c2ccc3c(c2)OCO3)c(O)cc1O` gave KLK7 zymogen act -0.2, GC-A act -17.4, Tn6 DDE FP -4.6, ARFGAP1 inh 21.3, GAA850 FXN act -8.3, NPR2 activator -10.0, rCAG binder 5.3, ADAM10 inh 6.2, ASAP1 inh 3.6 and HGIII-sPLA2 inh -40.2.
Screening CSCCCN1CCCC(CO)(Cc2ccccc2F)C1 (stereo not drawn) returned KLK7 zymogen act -0.4, GC-A act -1.8, Tn6 DDE FP -1.5, ARFGAP1 inh -1.4, GAA850 FXN act 0.1, NPR2 activator 1.3, rCAG binder -6.8, ADAM10 inh 7.7, ASAP1 inh 7.2 and HGIII-sPLA2 inh 4.3.
For Fc1ccc(-c2n[nH]c(=S)n2N=Cc2ccc(OCc3ccccc3)cc2)cc1 the results were KLK7 zymogen act -0.5, GC-A act -2.1, Tn6 DDE FP 1.8, NPR2 activator -4.6, rCAG binder 66.8*, ADAM10 inh -1.0 and HGIII-sPLA2 inh -10.7.
COc1ccccc1-c1cn(CC[C@@H]2CC[C@H](NC(=O)C3CCC3)[C@@H](CO)O2)nn1 was read as KLK7 zymogen act -0.3, GC-A act -1.8, Tn6 DDE FP 6.1, ARFGAP1 inh 11.3, NPR2 activator -1.8, rCAG binder -0.1, ADAM10 inh -13.9, ASAP1 inh 2.9 and HGIII-sPLA2 inh 16.6.
Cn1c(Cn2nnc3ccccc32)nnc1SCC(=O)N1c2ccccc2CCc2ccccc21 was read as KLK7 zymogen act -0.4, GC-A act -8.4, Tn6 DDE FP 3.4, ARFGAP1 inh -7.8, GAA850 FXN act -2.4, NPR2 activator -1.8, rCAG binder -8.5, ADAM10 inh -1.0, ASAP1 inh 5.3 and HGIII-sPLA2 inh -16.5.
`COc1ccc(CCN(C)C(=O)c2cc(=O)c3ccccc3o2)cc1OC` gave KLK7 zymogen act 0.1, GC-A act 1.3, Tn6 DDE FP -11.3, ARFGAP1 inh 1.6, GAA850 FXN act 3.7, NPR2 activator 2.5, rCAG binder 1.5, ADAM10 inh 1.0, ASAP1 inh 1.2 and HGIII-sPLA2 inh 8.1.
CN(C(=O)c1cccc(NC(=O)Cc2ccc(NC(=O)C3CCCN(C(=O)C4CC4)C3)cc2)c1)C1CC1 (stereo not drawn) was read as KLK7 zymogen act 0.5, GC-A act -1.0, Tn6 DDE FP -2.3, ARFGAP1 inh -10.3, GAA850 FXN act 0.4, NPR2 activator 0.8, rCAG binder 1.4, ADAM10 inh -9.6, ASAP1 inh 2.1 and HGIII-sPLA2 inh 2.7.
For Cc1ccc2cc(C(c3nnnn3Cc3ccccc3)N3CCN(c4ccccc4)CC3)c(=O)[nH]c2c1 (stereo not drawn) the results were KLK7 zymogen act -1.2, GC-A act 3.6, Tn6 DDE FP -11.8, ARFGAP1 inh -0.2, GAA850 FXN act -3.6, NPR2 activator 1.3, rCAG binder 8.9, ADAM10 inh -2.5, ASAP1 inh -16.7 and HGIII-sPLA2 inh -3.6.
COc1cc(F)ccc1-c1cc(C(=O)NCC2CCCCC2)[nH]n1 was read as KLK7 zymogen act 0.4, GC-A act 2.7, Tn6 DDE FP -4.0, ARFGAP1 inh 9.7, GAA850 FXN act 3.1, NPR2 activator -2.3, rCAG binder -0.7, ADAM10 inh 1.9, ASAP1 inh -6.9 and HGIII-sPLA2 inh -11.4.
Screening C#CCN1N=C(c2ccc(C)cc2)CSC1=O returned KLK7 zymogen act 0.3, GC-A act -2.6, Tn6 DDE FP 2.3, ARFGAP1 inh -2.4, GAA850 FXN act 2.1, NPR2 activator 1.2, rCAG binder -0.7, ADAM10 inh 0.5, ASAP1 inh -4.5 and HGIII-sPLA2 inh -1.3.
Screening CCOC(=O)c1sc2nc(C)nc(SCC(=O)NC3CCS(=O)(=O)C3)c2c1C (stereo not drawn) returned KLK7 zymogen act -1.4, GC-A act 7.2, Tn6 DDE FP 6.8, ARFGAP1 inh -0.4, GAA850 FXN act 0.1, NPR2 activator -3.5, rCAG binder 0.4, ADAM10 inh -0.2, ASAP1 inh 3.6 and HGIII-sPLA2 inh 1.2.
`CC(=O)Nc1nn(C)c2nc3ccc(C)cc3cc12` gave KLK7 zymogen act 2.3, GC-A act -2.5, Tn6 DDE FP -5.9, ARFGAP1 inh 16.3, GAA850 FXN act 2.3, NPR2 activator 2.0, rCAG binder 3.5, ADAM10 inh -71.6, ASAP1 inh -0.3 and HGIII-sPLA2 inh 9.2.
Screening CN(C)CCNC(=O)c1ccc(CS(=O)(=O)c2c(Cl)cccc2Cl)o1 returned KLK7 zymogen act -0.1, GC-A act -0.4, Tn6 DDE FP 2.0, ARFGAP1 inh 14.8, GAA850 FXN act -1.2, NPR2 activator -3.0, rCAG binder 0.0, ADAM10 inh -9.8, ASAP1 inh 5.8 and HGIII-sPLA2 inh -3.1.

Assay outcomes deposited in PubChem BioAssay by several laboratories.
